Rpn11 inh – blocks the human proteasome subunit Rpn11; O00487; human 26S proteasome, Ub4-pepOG fluorescence polarization; 20S core pre-blocked with epoxomicin; calls only at 20 µM; 360,000 tested, 0.59% active;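 active = inhibition at 20 µM, scaled to each plate's controls, above about 33%, limit read from the data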
LMPTP inh – blocks human LMPTP phosphatase; recombinant LMPTP-A, OMFP fluorogenic substrate, fluorescence intensity; P24666; 360,000 tested, 0.22% active; inhibition, % at 20 µM;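 active = compounds that cut the enzyme signal by at least half of the control window in the single-dose screen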;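 note: plate controls were DMSO wells with enzyme plus substrate for no effect and substrate without enzyme for full effect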
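Test system: LMPTP-A phosphatase enzyme. Amount: LMPTP-A at 0.625 nM final in the reaction. Reagent: OMFP substrate, 400 µM final. Times: 50 min at room temperature. Signal: endpoint fluorescence intensity from OMFP dephosphorylation. Read-out basis: % inhibition. Benchmarks: no-enzyme and uninhibited controls.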
DNMT1 inh – blocks human DNA methyltransferase DNMT1. P26358. DNMT1 molecular beacon, Hinp1I cleavage, fluorescence. inhibition (reported as % activation of signal), % at 10 µM. 360,000 tested, 0.83% active. AID 588458; in the data active = inhibition above about 50%
Target sequence (P26358 504-1616 limits assumed): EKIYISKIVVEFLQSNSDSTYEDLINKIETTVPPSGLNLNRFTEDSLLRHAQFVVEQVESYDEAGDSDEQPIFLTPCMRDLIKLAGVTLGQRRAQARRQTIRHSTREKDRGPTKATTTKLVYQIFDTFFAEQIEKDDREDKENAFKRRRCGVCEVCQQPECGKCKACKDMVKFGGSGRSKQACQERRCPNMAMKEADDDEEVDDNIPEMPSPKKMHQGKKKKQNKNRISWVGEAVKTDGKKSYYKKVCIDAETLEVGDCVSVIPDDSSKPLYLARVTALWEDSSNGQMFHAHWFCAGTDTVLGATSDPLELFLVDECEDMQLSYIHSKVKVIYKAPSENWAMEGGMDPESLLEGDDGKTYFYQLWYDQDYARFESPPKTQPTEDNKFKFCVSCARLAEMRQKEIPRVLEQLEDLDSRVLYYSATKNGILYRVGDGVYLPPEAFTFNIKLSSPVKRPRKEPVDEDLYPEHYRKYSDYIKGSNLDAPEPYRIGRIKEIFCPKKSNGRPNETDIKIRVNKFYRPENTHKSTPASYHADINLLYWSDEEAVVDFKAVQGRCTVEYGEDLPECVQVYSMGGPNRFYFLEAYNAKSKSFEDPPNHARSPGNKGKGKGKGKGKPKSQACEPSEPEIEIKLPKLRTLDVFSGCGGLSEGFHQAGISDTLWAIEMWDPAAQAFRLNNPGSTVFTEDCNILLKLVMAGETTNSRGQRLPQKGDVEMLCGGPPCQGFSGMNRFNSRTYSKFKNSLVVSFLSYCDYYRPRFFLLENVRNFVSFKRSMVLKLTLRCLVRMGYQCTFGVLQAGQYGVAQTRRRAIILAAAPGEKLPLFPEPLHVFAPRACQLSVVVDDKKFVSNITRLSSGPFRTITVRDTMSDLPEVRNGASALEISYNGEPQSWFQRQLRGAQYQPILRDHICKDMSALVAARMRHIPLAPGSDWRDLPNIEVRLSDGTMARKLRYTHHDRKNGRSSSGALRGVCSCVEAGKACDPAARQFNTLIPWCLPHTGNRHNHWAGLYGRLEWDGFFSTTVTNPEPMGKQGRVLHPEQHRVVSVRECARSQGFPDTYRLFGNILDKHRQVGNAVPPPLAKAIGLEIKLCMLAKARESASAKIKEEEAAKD
SUMO1-SIM PPI – SUMO1-SIM interaction modulation; AID 602429; 360,000 tested, 0.33% active; inhibition, % at 20 µM; SUMO1 binding to a labelled peptide, TR-FRET, 1 h; in the data active = inhibition above about 37%
TbMetRS inhib – blocks T. brucei methionyl-tRNA synthetase activity; purified T. brucei MetRS, ATP depletion, Kinase-Glo luminescence; 360,000 tested, 0.4% active; inhibition, % at 11.9 µM;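 active = inhibition above a per-plate cutoff of the control wells' mean inhibition plus 3 SD, cut at about 5.5% in these data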;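 note: 0% = DMSO wells median and 100% = median of wells with control inhibitor compound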
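Measured by: Kinase-Glo luciferase luminescence reporting remaining unconsumed ATP. Material: purified T. brucei MetRS enzyme. Doses: 11.9 µM compound single dose, 0.9% DMSO. Medium: HEPES buffer containing pyrophosphatase, BSA, spermine, DTT. Times: 15 min preincubation, 2 h reaction, all 25 °C. Reagent: methionine, ATP and bulk E. coli tRNA.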
Scp-1 inhibitor – inhibitors of human Scp-1 phosphatase | Q9GZU7 | Recombinant Scp1, phosphopeptide, malachite green phosphate absorbance | inhibition, % at 20 µM | 340,000 tested, 0.88% active | AID 493091;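 active = inhibition above about 50% at 20 µM, limit read from the data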;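 note: plate controls were DMSO wells with enzyme for no effect and wells lacking enzyme for full effect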
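System: SCP-1 catalytic domain; Reagent: Phospho 17-mer peptide substrate; Doses: one concentration, 20 µM, with 1.0% DMSO; Incubation: 45 min room-temperature reaction, 5 min colour, 30 min stabiliser; Signal: Phosphate-binding colour reagent, absorbance read at 630 nm.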
MsrA inh – bovine MsrA inhibition; purified bovine MsrA, absorbance read-out; inhibition, % at 15.5 µM; 360,000 tested, 0.75% active; AID 651718; in the data active = inhibition above about 4.5%;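 note: 0% = vehicle wells with enzyme and 100% = reference inhibitor wells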
STEP inh – inhibitors of human striatal-enriched phosphatase STEP | P54829 | recombinant STEP, OMFP fluorogenic substrate, fluorescence | inhibition, % at 20 µM | 360,000 tested, 0.25% active | AID 588621;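 active = inhibition at 20 µM, scaled per plate between control wells, above about 37%, limit read from the data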;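 note: 0% = DMSO with enzyme and substrate and 100% = substrate only without enzyme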
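material = STEP tyrosine phosphatase | reagent = fluorogenic phosphatase substrate OMFP at 25 µM final | doses = single compound dose of 20 µM, 1% DMSO final | schedule = 20 min reaction, room temperature, in the dark | measured by = fluorescence, 480/540 nm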
CSN inh – blocks human CSN-mediated cullin deneddylation. Purified CSN, SCF-Nedd8-OG deneddylation, fluorescence polarization. 360,000 tested, 0.38% active. inhibition, % at 12.5 µM. AID 651999. Q92905;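 active = pattern-corrected inhibition above about 35%, with an unprinted fluorescence ratio check between 0.5 and 1.5, limit read from the data, passing the limit was not always enough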;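 note: 0% = enzyme with substrate and 100% = substrate without enzyme; some results filed as inactive read as strong as hits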
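test system = HEK293T-derived human Csn5 enzyme | amount = 0.24 nM Csn5 enzyme, final concentration | medium = Tris/NaCl/DTT buffer, pH 7.5 | schedule = 90 min reaction at room temperature | signal = FP | evaluation = inhibition of Csn5 cleavage, % | compound dosing = single dose of 12.5 µM compound with 0.25% DMSO | probe or stimulus = 10 nM SCFSkp2-Nedd8OG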
NadD inh – blocks S. aureus nicotinate mononucleotide adenylyltransferase; AID 602399; purified NadD enzyme, colorimetric absorbance read-out; inhibition, % at 20 µM; 360,000 tested, 0.78% active; in the data active = inhibition above about 26%; note: some compounds past the cut are filed as inactive
An asterisk follows results filed as active.

`COc1ccc2[nH]c3c(c2c1)CCN1C(=O)C(CC(=O)NCCc2ccccn2)C[C@H](C(=O)N2CCOCC2)[C@@]31CCC1CCCC1` (some centres not stated) gave Rpn11 inh inactive, LMPTP inh -4.0, DNMT1 inh 2, SUMO1-SIM PPI -3, TbMetRS inhib -2.9, Scp-1 inhibitor -1, MsrA inh 0.5, STEP inh -3, CSN inh -6 and NadD inh -5.
`CCC(=O)Nc1cccc(C2=NOC3(C2)C[C@H](C(N)=O)N(C(=O)c2ccc(Cl)cc2)C3)c1` (some centres not stated) gave Rpn11 inh inactive, LMPTP inh -1.8, DNMT1 inh 2, SUMO1-SIM PPI -5, TbMetRS inhib -0.5, Scp-1 inhibitor -4, MsrA inh -0.7, STEP inh 0, CSN inh -4 and NadD inh -1.
Cc1ccc2c(c1)N(CC(=O)NC1CCC(C)CC1)C(=O)CO2 (configuration not stated) was read as Rpn11 inh inactive, LMPTP inh -1.5, DNMT1 inh 5, SUMO1-SIM PPI 0, TbMetRS inhib 0.0, Scp-1 inhibitor 0, MsrA inh 0.1, STEP inh 0, CSN inh -1 and NadD inh -4.
`CCOc1ccc(NC(=O)c2ccc(CSc3nnc(C)s3)cc2)cc1` gave Rpn11 inh inactive, LMPTP inh 1.6, DNMT1 inh 2, SUMO1-SIM PPI -1, TbMetRS inhib -0.4, Scp-1 inhibitor -8, MsrA inh -0.6, STEP inh -4, CSN inh 5 and NadD inh 7.
O=C(CN1CCC(C(=O)c2cccc(Cl)c2)CC1)Nc1ccc(C(=O)O)cc1 was read as Rpn11 inh inactive, LMPTP inh 1.7, DNMT1 inh 3, SUMO1-SIM PPI 1, TbMetRS inhib -4.6, Scp-1 inhibitor 5, MsrA inh 1.9, STEP inh -2, CSN inh 1 and NadD inh 5.
For O=C(CSc1nc(-c2ccccc2)cc(C(F)(F)F)n1)N1CCOCC1 the results were Rpn11 inh inactive, LMPTP inh 0.0, DNMT1 inh -2, SUMO1-SIM PPI -1, TbMetRS inhib 0.0, Scp-1 inhibitor -7, MsrA inh -0.9, STEP inh 1, CSN inh 2 and NadD inh -5.
CCC1CCCCN1CCn1c(=S)[nH]c2cc(OC)c(OC)cc2c1=O (configuration not stated) was read as Rpn11 inh inactive, LMPTP inh -1.5, DNMT1 inh -3, SUMO1-SIM PPI 0, TbMetRS inhib -0.3, Scp-1 inhibitor -7, MsrA inh 0.1, STEP inh 2, CSN inh 2 and NadD inh 1.
Screening CC(C)C[C@H]1CN(CCCC[C@H]2CNC(=O)C(=O)N2Cc2ccccc2)C(=O)C(=O)N1CCC1CCCCC1 returned LMPTP inh -1.7, SUMO1-SIM PPI 4, TbMetRS inhib -0.7, MsrA inh -0.1, CSN inh 4 and NadD inh 25.
Screening O=C(Nc1nc(=S)ss1)c1ccc(Cl)cc1Cl returned Rpn11 inh inactive, LMPTP inh 2.3, DNMT1 inh 0, SUMO1-SIM PPI 0, TbMetRS inhib -1.2, Scp-1 inhibitor 5, MsrA inh 0.9, STEP inh 2, CSN inh -2 and NadD inh -2.
Screening O=C(CCC1CCCC1)N=C1SC2CS(=O)(=O)CC2N1c1ccccc1F (configuration not stated) returned Rpn11 inh inactive, LMPTP inh -0.7, DNMT1 inh -2, SUMO1-SIM PPI 2, TbMetRS inhib -0.5, Scp-1 inhibitor -7, MsrA inh -0.7, STEP inh 1, CSN inh 2 and NadD inh -6.
`COc1ccc(NC(=O)CSCC(=O)N(C)CC(=O)Nc2cccc3ccccc23)cc1` gave Rpn11 inh inactive, LMPTP inh 0.7, DNMT1 inh -1, SUMO1-SIM PPI -4, TbMetRS inhib -0.2, Scp-1 inhibitor -7, MsrA inh -0.8, STEP inh -1, CSN inh -1 and NadD inh -1.
For C/C(=N\NS(=O)(=O)c1ccc([N+](=O)[O-])cc1)c1c[nH]c2ccccc12 the results were Rpn11 inh inactive, LMPTP inh -0.1, DNMT1 inh 1, SUMO1-SIM PPI -21, TbMetRS inhib 0.4, Scp-1 inhibitor -2, MsrA inh 0.2, STEP inh -2, CSN inh 3 and NadD inh -1.
Screening CC(=O)Nc1c(O)nc(SCC(=O)Nc2nnc(CC(C)C)s2)[nH]c1=O returned Rpn11 inh inactive, LMPTP inh -0.3, DNMT1 inh -3, SUMO1-SIM PPI -4, TbMetRS inhib -0.7, Scp-1 inhibitor -2, MsrA inh -0.1, STEP inh -1, CSN inh 1 and NadD inh -4.
O=C(Nc1ccc(Cl)cn1)C1CCN(c2ncnc3c2nc2n3CCCCC2)CC1 was read as Rpn11 inh inactive, LMPTP inh 0.4, DNMT1 inh -1, SUMO1-SIM PPI 2, TbMetRS inhib -0.8, Scp-1 inhibitor -3, MsrA inh -0.3, STEP inh 0, CSN inh 3 and NadD inh -6.
CC(C)C[C@@H](CSc1ccccc1)N1CCN(CCc2ccccc2)CCC1=O was read as Rpn11 inh inactive, LMPTP inh -0.2, DNMT1 inh -3, SUMO1-SIM PPI 2, TbMetRS inhib -0.1, Scp-1 inhibitor -6, MsrA inh -0.6, STEP inh 0, CSN inh -2 and NadD inh -3.

Molecules shown so far that contain a Cl atom, in the order listed:
`CCC(=O)Nc1cccc(C2=NOC3(C2)C[C@H](C(N)=O)N(C(=O)c2ccc(Cl)cc2)C3)c1` (some centres not stated) gave Rpn11 inh inactive, LMPTP inh -1.8, DNMT1 inh 2, SUMO1-SIM PPI -5, TbMetRS inhib -0.5, Scp-1 inhibitor -4, MsrA inh -0.7, STEP inh 0, CSN inh -4 and NadD inh -1.
O=C(CN1CCC(C(=O)c2cccc(Cl)c2)CC1)Nc1ccc(C(=O)O)cc1 was read as Rpn11 inh inactive, LMPTP inh 1.7, DNMT1 inh 3, SUMO1-SIM PPI 1, TbMetRS inhib -4.6, Scp-1 inhibitor 5, MsrA inh 1.9, STEP inh -2, CSN inh 1 and NadD inh 5.
Screening O=C(Nc1nc(=S)ss1)c1ccc(Cl)cc1Cl returned Rpn11 inh inactive, LMPTP inh 2.3, DNMT1 inh 0, SUMO1-SIM PPI 0, TbMetRS inhib -1.2, Scp-1 inhibitor 5, MsrA inh 0.9, STEP inh 2, CSN inh -2 and NadD inh -2.
O=C(Nc1ccc(Cl)cn1)C1CCN(c2ncnc3c2nc2n3CCCCC2)CC1 was read as Rpn11 inh inactive, LMPTP inh 0.4, DNMT1 inh -1, SUMO1-SIM PPI 2, TbMetRS inhib -0.8, Scp-1 inhibitor -3, MsrA inh -0.3, STEP inh 0, CSN inh 3 and NadD inh -6.

New compounds follow
For Cc1ccc(NC(=O)c2cccc(OCc3c(C)noc3C)c2)cc1 the results were Rpn11 inh inactive, LMPTP inh 0.4, DNMT1 inh 2, SUMO1-SIM PPI 4, TbMetRS inhib -1.2, Scp-1 inhibitor 6, MsrA inh -0.6, STEP inh -9, CSN inh 1 and NadD inh -3.
For Cc1ccccc1-c1nc(CS(=O)CC(=O)NCCCN(C)c2ccccc2)c(C)o1 (configuration not stated) the results were Rpn11 inh inactive, LMPTP inh -1.0, DNMT1 inh -7, SUMO1-SIM PPI 5, TbMetRS inhib -0.9, Scp-1 inhibitor -7, MsrA inh 0.0, STEP inh -1, CSN inh 0 and NadD inh -1.
CCOC1=C2CN(S(=O)(=O)c3ccc(C)cc3)C(c3cccc(Cl)c3)CC2N(S(=O)(=O)c2ccc(Cl)cc2)C(c2ccccc2)C1 (configuration not stated) was read as LMPTP inh -0.2, SUMO1-SIM PPI -5, TbMetRS inhib -0.7, MsrA inh -0.1 and CSN inh -4.
For CCOC(=O)C1CCN(C(=O)C(=O)Nc2ccc3nc4n(c(=O)c3c2)CCCCC4)CC1 the results were Rpn11 inh inactive, LMPTP inh -2.5, DNMT1 inh 2, SUMO1-SIM PPI 7, TbMetRS inhib -1.0, Scp-1 inhibitor -4, MsrA inh 1.2, STEP inh 0, CSN inh 4 and NadD inh -2.
Screening Cc1ccc(/C=C/C(=O)N(Cc2cccs2)C2CCS(=O)(=O)C2)cc1 (configuration not stated) returned Rpn11 inh inactive, LMPTP inh 1.2, DNMT1 inh -1, SUMO1-SIM PPI -13, TbMetRS inhib -1.1, Scp-1 inhibitor -15, MsrA inh -0.8, STEP inh 0, CSN inh -8 and NadD inh -7.
`Cc1ccc(CC(=O)NCCS(=O)c2ccc(C)cc2)cc1` (configuration not stated) gave Rpn11 inh inactive, LMPTP inh -0.7, DNMT1 inh -2, SUMO1-SIM PPI -1, TbMetRS inhib 0.1, Scp-1 inhibitor -7, MsrA inh 1.6, STEP inh 0, CSN inh -2 and NadD inh -12.
For Cc1ncc(N=Nc2ccccc2)c(-c2ccccc2)n1 the results were Rpn11 inh inactive, LMPTP inh 1.3, DNMT1 inh -8, SUMO1-SIM PPI -24, TbMetRS inhib -1.3, Scp-1 inhibitor -2, MsrA inh 1.9, STEP inh -2, CSN inh 2 and NadD inh -6.
For COc1ccc(NC(=O)c2ccc(NC(=O)c3ccncc3)cc2)cc1 the results were Rpn11 inh inactive, LMPTP inh 0.0, DNMT1 inh -7, SUMO1-SIM PPI -5, TbMetRS inhib -0.4, Scp-1 inhibitor 4, MsrA inh 0.5, STEP inh 1, CSN inh 4 and NadD inh 9.
O=[N+]([O-])c1cc(/C=N/N2CCOCC2)cs1 was read as Rpn11 inh inactive, LMPTP inh -1.0, DNMT1 inh 1, SUMO1-SIM PPI -34, TbMetRS inhib -0.3, Scp-1 inhibitor -6, MsrA inh 0.1, STEP inh 1, CSN inh 1 and NadD inh -5.
Screening CN(C)C(=S)NC(=NCc1ccc([N+](=O)[O-])cc1)c1ccccc1 returned Rpn11 inh inactive, LMPTP inh -0.3, DNMT1 inh 0, SUMO1-SIM PPI -22, TbMetRS inhib -0.5, Scp-1 inhibitor 19, MsrA inh 0.2, STEP inh 1, CSN inh -3 and NadD inh 5.
`CC1=CC(c2ccccc2)=NS(=O)(=O)N1` gave Rpn11 inh inactive, LMPTP inh -2.4, DNMT1 inh 4, SUMO1-SIM PPI -1, TbMetRS inhib -0.6, Scp-1 inhibitor 1, MsrA inh 1.1, STEP inh -1, CSN inh 3 and NadD inh -3.
`CCC(CC)C(=O)Nc1cccc(C(=O)NCc2ccco2)c1` gave Rpn11 inh inactive, LMPTP inh -0.8, DNMT1 inh 27, SUMO1-SIM PPI 4, TbMetRS inhib -0.5, Scp-1 inhibitor 27, MsrA inh -0.5, STEP inh 4, CSN inh 9 and NadD inh 3.

Compound activity as filed in PubChem BioAssay.
